# Scp1 inh = Scp-1 (human) phosphatase inhibition; inhibition, % at 20 µM; hit rate 0.88% among 340,000; Recombinant Scp1, phosphopeptide, malachite green phosphate absorbance;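 active = inhibition above about 50% at 20 µM, limit read from the data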;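 note: plate controls were DMSO wells with enzyme for no effect and wells lacking enzyme for full effect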
# Target sequence (Q9GZU7 76-261 limits assumed): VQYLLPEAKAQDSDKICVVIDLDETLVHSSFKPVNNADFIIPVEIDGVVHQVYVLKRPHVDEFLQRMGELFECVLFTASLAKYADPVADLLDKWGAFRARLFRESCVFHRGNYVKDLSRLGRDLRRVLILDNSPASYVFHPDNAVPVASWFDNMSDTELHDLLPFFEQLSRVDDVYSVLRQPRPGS
#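 System: truncated SCP-1 phosphatase (76-261aa); medium: Tris acetate buffer pH 5.5 with MgCl2 and Tween-20; incubation: 45 min room-temperature reaction, 5 min colour, 30 min stabiliser; compound: single 20 µM dose, 1% DMSO; reagent: Phosphorylated 17-residue peptide substrate; read-out: % inhibition at 20 µM; technique: colorimetric free-phosphate detection, absorbance 630 nm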
# CSN deneddyl inh = blocks human CSN-mediated cullin deneddylation; hit rate 0.38% among 360,000; Purified CSN, SCF-Nedd8-OG deneddylation, fluorescence polarization; AID 651999; Q92905; inhibition, % at 12.5 µM;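 active = pattern-corrected inhibition above about 35%, with an unprinted fluorescence ratio check between 0.5 and 1.5, limit read from the data, passing the limit was not always enough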;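 note: 0% = enzyme with substrate and 100% = substrate without enzyme; some results filed as inactive read as strong as hits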
# Target sequence (Q92905 whole entry, looked up, one chain of several): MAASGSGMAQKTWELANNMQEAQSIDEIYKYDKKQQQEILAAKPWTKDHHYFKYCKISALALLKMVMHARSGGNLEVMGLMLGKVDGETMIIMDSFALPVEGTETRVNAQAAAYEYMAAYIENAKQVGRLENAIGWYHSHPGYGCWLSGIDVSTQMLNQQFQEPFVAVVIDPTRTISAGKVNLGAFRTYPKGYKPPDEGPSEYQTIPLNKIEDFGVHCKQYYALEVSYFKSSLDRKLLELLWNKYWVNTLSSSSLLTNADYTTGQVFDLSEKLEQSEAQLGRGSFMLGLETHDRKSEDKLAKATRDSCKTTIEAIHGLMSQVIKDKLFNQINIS
#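 Assay system: purified human Csn5 enzyme expressed in HEK293T cells; Input: 0.24 nM Csn5 enzyme, final concentration; Reagent: 10 nM SCFSkp2-Nedd8OG; Compound dosing: 12.5 µM single point; Times: reaction 90 min, room temperature; Technique: fluorescence polarization readout.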
# PABP1 MLLE inh = inhibitors of microRNA-mediated deadenylation, human PABP1 MLLE binding; GST-MLLE / FITC-PAM2 fluorescence polarization; AID 588489; P11940; inhibition, % at 20 µM; hit rate 0.36% among 360,000; in the data active = inhibition above about 35%, passing the limit was not always enough;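 note: plate controls were DMSO wells with GST-MLLE for no effect and wells lacking GST-MLLE protein for full effect; some results filed as inactive read as strong as hits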
# Tb MetRS inh = blocks T. brucei methionyl-tRNA synthetase activity | inhibition, % at 11.9 µM | hit rate 0.4% among 360,000 | AID 624268 | purified T. brucei MetRS, ATP depletion, Kinase-Glo luminescence;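 active = inhibition above a per-plate cutoff of the control wells' mean inhibition plus 3 SD, cut at about 5.5% in these data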;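 note: 0% = DMSO wells median and 100% = median of wells with control inhibitor compound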
#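 Material: T. brucei methionyl-tRNA synthetase, purified; reagent: substrates ATP, L-methionine and bulk Escherichia coli tRNA; dosing: 11.9 µM single point; timing: 15 min plus 2 h at 25 °C; detection: luminescence of leftover ATP; evaluation: % inhibition; control set: DMSO-only wells as low control; replicates: singlicate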
# DNMT1 inh = blocks human DNA methyltransferase DNMT1; DNMT1 molecular beacon, Hinp1I cleavage, fluorescence; P26358; inhibition (reported as % activation of signal), % at 10 µM; hit rate 0.83% among 360,000; in the data active = inhibition above about 50%
# SUMO1 PPI mod = modulators of human SUMO1-mediated protein-protein interactions. SUMO1 binding to a labelled peptide, TR-FRET, 1 h. inhibition, % at 20 µM. hit rate 0.33% among 360,000; in the data active = inhibition above about 37%
# Target sequence (P63165 whole entry, looked up): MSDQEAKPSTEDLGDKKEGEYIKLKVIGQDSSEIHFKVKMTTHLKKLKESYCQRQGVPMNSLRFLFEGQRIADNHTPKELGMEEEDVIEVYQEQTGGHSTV
# STEP block = STEP (human) phosphatase inhibition. AID 588621. recombinant STEP, OMFP fluorogenic substrate, fluorescence. hit rate 0.25% among 360,000. inhibition, % at 20 µM;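 active = inhibition at 20 µM, scaled per plate between control wells, above about 37%, limit read from the data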;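 note: 0% = DMSO with enzyme and substrate and 100% = substrate only without enzyme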
#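 Test system: STEP tyrosine phosphatase / Reagent: OMFP at 25 µM / Doses: 20 µM, 1% DMSO / Read-out: percent inhibition scaled to no-enzyme and uninhibited-enzyme controls, plate-pattern corrected / Detection: FITC-channel fluorescence of OMFP product / Medium: Bis-Tris buffer pH 6.0, 2.5 mM DTT, 0.005% Tween 20 / Schedule: 20 min at room temperature, dark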
# NadD block = blocks S. aureus nicotinate mononucleotide adenylyltransferase. AID 602399. purified NadD enzyme, colorimetric absorbance read-out. hit rate 0.78% among 360,000. inhibition, % at 20 µM; in the data active = inhibition above about 26%; note: some compounds past the cut are filed as inactive
# LMPTP block = LMPTP (human) inhibition; P24666; recombinant LMPTP-A, OMFP fluorogenic substrate, fluorescence intensity; inhibition, % at 20 µM; hit rate 0.22% among 360,000; AID 651560;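 active = compounds that cut the enzyme signal by at least half of the control window in the single-dose screen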;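 note: plate controls were DMSO wells with enzyme plus substrate for no effect and substrate without enzyme for full effect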
#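 Test system: LMPTP-A phosphatase enzyme; input: 0.625 nM LMPTP-A final; reagent: OMFP substrate, 400 µM final; compound dosing: 20 µM single dose, 3% DMSO; incubation: 50 min dark incubation at room temperature; measured by: endpoint fluorescence intensity from OMFP dephosphorylation; measure: % inhibition relative to no-enzyme and uninhibited control wells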
# Rpn11 block = blocks the human proteasome subunit Rpn11; human 26S proteasome, Ub4-pepOG fluorescence polarization; 20S core pre-blocked with epoxomicin; calls only at 20 µM; hit rate 0.59% among 360,000;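 active = inhibition at 20 µM, scaled to each plate's controls, above about 33%, limit read from the data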
# Target sequence (O00487 whole entry, looked up): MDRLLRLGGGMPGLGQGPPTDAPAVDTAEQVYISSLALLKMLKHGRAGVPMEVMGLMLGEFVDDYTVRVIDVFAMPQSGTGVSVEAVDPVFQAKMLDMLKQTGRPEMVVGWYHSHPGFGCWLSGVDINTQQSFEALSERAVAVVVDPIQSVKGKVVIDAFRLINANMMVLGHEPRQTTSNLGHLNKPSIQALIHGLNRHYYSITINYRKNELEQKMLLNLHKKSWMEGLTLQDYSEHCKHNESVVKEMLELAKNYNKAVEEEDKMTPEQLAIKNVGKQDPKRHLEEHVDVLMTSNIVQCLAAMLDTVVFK
# The depositor's hits bear a star; i = inactive; nt = no result given. An unsorted share of the library. About 3.6% of those tested had a hit in this group.
SMILES,Scp1 inh,CSN deneddyl inh,PABP1 MLLE inh,Tb MetRS inh,DNMT1 inh,SUMO1 PPI mod,STEP block,NadD block,LMPTP block,Rpn11 block
Fc1ccc(OCCOCCOc2cccc3[nH]ccc23)cc1,-1,1,-1,-0.5,2,0,1,-2,-0.5,i
COc1ccc(-n2nnnc2SCC(=O)N2CCOCC2)cc1,0,-2,6,0.2,2,7,-2,-1,-1.0,i
COc1c(-c2ccc(O)c(O)c2)oc2cc(O)cc(O)c2c1=O,-7,7,-16,-1.0,0,-7,1,4,2.3,i
COC(=O)c1cc(NC(=O)c2cccs2)ccc1N1CCOCC1,-1,2,5,-0.1,2,6,-1,-2,-1.1,i
CC(Sc1nc2ccccc2c(=O)n1C)C(=O)Nc1ccc2c(c1)OCCO2 (centres undefined),1,-1,-33,0.0,0,-18,-1,-5,0.9,i
CC1(C(=O)NCc2cccc(Cl)c2)Cc2c(-c3cccc(C(N)=O)c3)ccnc2O1 (centres undefined),nt,0,1,-0.5,5,-2,-2,-1,-1.6,i
Cc1[nH]c(=S)[nH]c(=O)c1Cc1ccc(OCC(C)C)cc1,-1,-3,-36,0.0,3,4,0,-1,-0.9,i
CS(=O)(=O)N1CCCC(C(=O)NCCCN2CCN(Cc3ccccc3)CC2)C1 (centres undefined),0,2,9,-0.7,0,-1,1,6,-5.5,i
CC(C)(C)c1ccc(C(=O)NCCCN2CCN(CCCNC(=O)c3ccc(C(C)(C)C)cc3)CC2)cc1,0,-4,2,-1.0,-18,-1,1,0,-7.1,i
Cc1cc(C)c(S(=O)(=O)Nc2ccc(OCC(=O)O)cc2)c(C)c1,7,-1,7,-0.5,2,3,1,4,-0.8,i
O=C(O)c1ccc(N2CCCCCC2)c(N2C(=O)c3ccccc3C2=O)c1,13,-3,7,-0.9,-1,-2,0,3,-1.5,i
O=C(COC(=O)c1ccccc1Br)NCCc1ccc(F)cc1,-14,-2,-8,0.7,-5,-1,-2,-4,1.0,i
COc1ccc(-n2c(SCC(=O)Nc3cccc4ccccc34)nc(O)cc2=O)cc1,33,0,3,-0.5,-7,-5,2,2,-1.4,i
C=CCn1c(SCC(=O)N2CCOCC2)nc2c([nH]c3ccccc32)c1=O,-13,1,2,-0.3,1,-5,0,2,0.4,i
CCCN1C(=O)NC2(O)C(=O)c3ccccc3C12O (centres undefined),3,0,-2,-0.3,8,-1,-3,2,0.1,i
Oc1c(Br)cc(/C=N/n2c(-c3ccccc3)n[nH]c2=S)cc1Br,56*,-2,34,-0.4,2,21,12,0,-0.3,i
Oc1ccc(C(c2nnnn2CCc2ccccc2)N2CCN(c3nc4ccccc4s3)CC2)cc1 (centres undefined),-12,-3,-3,-0.1,-4,2,1,23,4.8,i
COc1ccccc1N1CCN(S(=O)(=O)CCNC(=O)C2CCCC2)CC1,6,-5,1,-0.3,0,1,1,-6,0.1,i
COCCNc1nnc(SCC(=O)Nc2sc3c(c2C(=O)c2ccccc2)CCCC3)s1,-3,-3,28,0.3,2,-9,-1,3,2.8,i
CCc1ccc2nc(SCC(=O)Nc3ccccc3N3CCOCC3)c(C#N)cc2c1,-8,2,-15,-0.4,24,-8,-2,2,-0.6,i
CCOC(=O)CSC1=C(C#N)C(c2ccccc2OC)CC(=O)N1 (centres undefined),29,7,-1,0.8,1,-5,0,3,-1.3,i
O=S(=O)(c1ccc(OCC2CO2)cc1)c1ccc(OCC2CO2)cc1 (centres undefined),-6,-7,5,-0.8,-4,3,-2,-9,-1.5,i
Cc1csc(NC(=O)CSc2nc(=O)cc(N)n2-c2ccc(F)cc2)n1,13,2,8,-1.1,2,4,-2,0,-0.9,i
CC(NS(=O)(=O)OCC(Cl)(Cl)Cl)c1ccc(Br)cc1 (centres undefined),-11,-3,-2,-0.1,3,0,0,-6,0.8,i
O=C(NCc1cccc(F)c1F)C1CCC(=O)N(C2CC2)C1 (centres undefined),10,-1,9,0.0,3,0,-3,-4,-1.7,i
CC[C@@H]1C=C(C(=O)O)[C@H](c2ccc(OC)c(OC)c2)N1S(=O)(=O)c1ccc(C)cc1,4,3,0,-0.6,3,5,1,-2,-1.1,i
OCCN(Cc1ccccc1)CC(O)COc1ccc2c(c1)OCO2 (centres undefined),-4,0,9,-0.1,1,3,0,-1,-1.4,i
C=CC(C)(C)c1c2occc2c(O)c2ccc(=O)oc12,-4,-3,-2,-0.1,-5,-3,-1,-5,0.7,i
Cc1ccc(C(=O)c2cc([N+](=O)[O-])ccc2N2CCOCC2)c(C)c1,-7,4,8,-1.1,-6,-14,-1,-5,1.4,i
Cc1ccc(NC(=O)CSc2nnc(COc3ccccc3C)o2)cc1,-5,-1,0,-1.0,-2,-6,-2,-7,0.2,i
Cc1cccc(N(CC(=O)NC(C)C)C(=O)c2ccc(N3CCCC3)nc2)c1,-3,-2,-1,-0.6,-1,-2,0,3,-0.7,i
Cc1c(C(=O)Nc2ccc(Oc3ccccc3)cc2)sc2nc3n(c(=O)c12)CCC3,-8,4,7,-0.5,-5,4,1,-14,4.7,i
CC(C)NC(=O)c1ccccc1NC(=O)CN(c1ccc2c(c1)OCO2)S(C)(=O)=O,-3,7,4,-0.5,-2,4,3,-6,-1.2,i
c1ccn2c(SCc3ccc4c(c3)OCCO4)nnc2c1,0,0,-9,-0.1,0,5,0,0,-1.1,i
Cc1ccc(-c2csc3nc(C)n(N)c(=O)c23)cc1,-6,6,-9,0.1,7,-2,-5,0,-0.5,i
CC1CCc2nc3ccccc3c(C(=O)OCC(=O)NC3CCS(=O)(=O)C3)c2C1 (centres undefined),-2,-1,-6,-0.4,-2,1,-9,0,-1.3,i

# Single records, from the list above:
# COc1ccccc1N1CCN(S(=O)(=O)CCNC(=O)C2CCCC2)CC1 as listed: Scp1 inh: 6; CSN deneddyl inh: -5; PABP1 MLLE inh: 1; Tb MetRS inh: -0.3; DNMT1 inh: 0; SUMO1 PPI mod: 1; STEP block: 1; NadD block: -6; LMPTP block: 0.1; Rpn11 block: i
# Oc1ccc(C(c2nnnn2CCc2ccccc2)N2CCN(c3nc4ccccc4s3)CC2)cc1 (centres undefined) as listed: Scp1 inh: -12; CSN deneddyl inh: -3; PABP1 MLLE inh: -3; Tb MetRS inh: -0.1; DNMT1 inh: -4; SUMO1 PPI mod: 2; STEP block: 1; NadD block: 23; LMPTP block: 4.8; Rpn11 block: i

# (list continues)
SMILES,Scp1 inh,CSN deneddyl inh,PABP1 MLLE inh,Tb MetRS inh,DNMT1 inh,SUMO1 PPI mod,STEP block,NadD block,LMPTP block,Rpn11 block
O=C(CC(=O)Nc1ccccc1F)Nc1ccccc1F,-6,-2,-13,-1.1,1,-6,-1,-1,-1.9,i
Cc1ccc(O)c(NC(=O)c2cc(-c3ccc(F)cc3)on2)c1,-3,-2,0,0.1,13,2,-3,-2,0.6,i
O=C(COC(=O)C1CC2C=CC1C2)Nc1cccc(S(=O)(=O)N2CCCCC2)c1 (centres undefined),-13,-2,-38,0.2,-8,3,-1,-4,0.4,i
COc1ccc(CNC(=O)c2ccc3c(c2)N(C)CCS3)cc1,-9,-4,7,-0.7,-1,-1,-1,-3,-1.1,i
COC(=O)[C@H](Cc1ccccc1)NC(=O)[C@@H](N)CC(=O)O,-27,1,8,-0.1,-3,0,0,-4,-0.2,i
Cc1ccc(-c2nn(-c3cc(Cl)ccc3[N+](=O)[O-])c(=O)c3ccccc23)cc1,-8,-2,11,0.3,-1,-8,-2,4,1.8,i
NS(=O)(=O)c1ccc(NC(=O)CCCC(=O)O)cc1,-11,-3,20,0.7,2,0,0,6,-0.8,i
C=CCNCCOCCOc1ccc(Cl)cc1C(C)(C)C,-11,-3,-9,-0.8,-3,0,0,-5,-0.8,i
CCOc1ccc(NS(=O)(=O)c2ccc(C(=O)NCc3ccccn3)cc2)cc1,-8,-2,5,-0.3,1,13,-1,-3,-0.2,i
O=c1c2cn[nH]c2[nH]c(=S)n1-c1cccc2ccccc12,-6,-8,33,0.1,2,0,-1,1,-1.7,i
CC(C)(C)C(=O)Nc1ccc(S(=O)(=O)c2ccc(NC(=O)C(C)(C)C)cc2)cc1,-2,-2,-1,0.0,-9,-1,-3,-2,0.2,i
COc1cccc(CNS(=O)(=O)/C=C/c2ccc3c(c2)OCO3)c1,-7,0,-5,-0.2,-6,-7,-3,1,0.7,i
Cc1ccc(-c2nnc(Oc3cccc(C)c3)c3ccccc23)cc1,6,2,6,-0.2,3,-3,3,2,2.3,i
CC(Sc1nc(O)c(-c2ccccc2)c(=O)[nH]1)C(=O)Nc1ccc(Cl)cc1 (centres undefined),-6,3,8,0.1,1,-1,0,1,-0.5,i
CCN(CC)S(=O)(=O)c1ccc(S(=O)(=O)N2CCN(CCC#N)CC2)cc1,2,-1,18,0.4,1,2,-3,3,-1.6,i
CC(C)(C)OC(=O)NCCC(=O)N/N=C/c1cccc2cccnc12,-13,4,-10,0.2,-2,-16,0,4,-1.9,i
NC(=O)Cc1ncc(C(F)(F)F)cc1Cl,-3,1,8,-0.8,0,3,-5,-2,-0.3,i
Cc1ccc(CN(C)c2nc(-c3cccnc3)nc3ccccc23)o1,3,3,-5,0.2,2,4,0,4,7.1,i
O=C(CSc1nnnn1C1CCCCC1)NCc1cccs1,3,-7,1,-0.8,3,3,-2,-2,-0.8,i
Cc1ccc(C(=O)CC2(O)C(=O)N(Cc3ccc4c(c3)OCO4)c3ccccc32)cc1 (centres undefined),-20,0,-5,-1.0,-5,-4,2,4,1.9,i
Cc1ccc(N(CC(=O)N2CCc3ccccc32)C2=NC(=O)CS2)cc1,-2,-2,-7,-1.1,-6,1,4,0,-1.4,i
Cc1occc1-c1nnc(SCC(=O)c2ccc(F)cc2)n1Cc1ccco1,3,5,-39,-0.8,2,4,-1,3,0.9,i
CCc1ccc(OC)c(S(=O)(=O)Nc2ccccc2C)c1,-13,-2,4,0.5,-1,3,-4,-6,0.5,i
